Tat export inh: inhibitors of E. coli Tat protein transport | E. coli MC4100 TorA-mCherry Tat export, fluorescence | 0.036% of 340,000 active | inhibition, % at 10 µM;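 active means mean replicate inhibition at least 50% and at least half of replicates individually reaching 50%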;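 further: exported cargo escapes ClpAP degradation while cytoplasmic cargo is degraded and loses fluorescence; 0% = median of neutral control wells and 100% = median of NaSCN control wells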
CAL PDZ FP-1: blocks peptide binding to the human CAL PDZ domain. purified CAL PDZ, TMR-peptide fluorescence polarization, 1 h. inhibition, % at 24.9 µM. 0.92% of 300,000 active. AID 602252;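 active means mean inhibition of at least 30% with at least half of replicates also reaching 30%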;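 further: 0% = DMSO neutral control and 100% = excess unlabeled competitor peptide PRC23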
V-ATPase pHluor: alters yeast V-ATPase proton transport | S. cerevisiae, pHLuorin cytosolic pH fluorescence | response, % at 10 µM | 0.37% of 350,000 active | AID 504577; in the data active means response mostly above about 7.3%, no sharp cut-off; inactive means mostly below about 5.4%; further: actives read high; inactives centre near 0; some compounds called inactive have numbers as strong as hits
CAL PDZ FP-2: inhibitors of human CAL PDZ peptide binding; Q9HD26; inhibition, % at 20 µM; purified CAL PDZ, TMR-peptide fluorescence polarization, 1 h; 0.02% of 330,000 active; AID 504414;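 active means highest replicate inhibition of at least 40%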;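 further: plate controls were DMSO neutral control wells for no effect and unlabeled competitor peptide control wells for full effect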
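Read-out basis: mP drop reported as inhibition | Assay system: Tagged CAL PDZ protein CerCALP, purified | Benchmarks: Unlabelled peptide for full inhibition, DMSO wells as neutral | Schedule: 1 h incubation at room temperature before polarization reading | Buffer or medium: Sodium phosphate/NaCl buffer pH 7.4 with TCEP, IgG, Thesit | Doses: Single point, 20 µM | Measured by: Fluorescence polarization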
MITF act: activators of MITF-driven TRPM1 promoter activity in SK-MEL-5 cells; SK-MEL-5 TRPM1-promoter luciferase, 24 h; % of positive control, neutral wells = 0; 0.75% of 300,000 active; AID 588334; activation, % at 12.5 µM;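 active means mean activation of at least 80% with every replicate also reaching 80%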;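 further: 0% = neutral control wells and 100% = parthenolide positive control wells; values of inactives mirror those of a sister screen read the other way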
Wnt act: activators of Wnt/beta-catenin signaling; activation, % at 9.35 µM; Wnt/beta-catenin reporter cell assay, activator, plate reader; 1.2% of 300,000 active; in the data active means activation above about 30%, passing the limit was not always enough;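 further: 0% = neutral control wells and 100% = positive control wells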
dFosB act: mouse delta FosB homodimer activation; P13346; purified delta FosB, TAMRA-CDK5 oligo fluorescence polarization; percent of positive-control signal above neutral wells; activation, % at 25 µM; 0.99% of 340,000 active; AID 493131;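 active means mean activation above about 17%, with every replicate also reaching it, limit read from the data, passing the limit was not always enough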;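 further: fluorescence polarization rise as delta FosB binds a TAMRA Cdk5 AP-1 oligo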
Target sequence (P13346 whole entry, looked up): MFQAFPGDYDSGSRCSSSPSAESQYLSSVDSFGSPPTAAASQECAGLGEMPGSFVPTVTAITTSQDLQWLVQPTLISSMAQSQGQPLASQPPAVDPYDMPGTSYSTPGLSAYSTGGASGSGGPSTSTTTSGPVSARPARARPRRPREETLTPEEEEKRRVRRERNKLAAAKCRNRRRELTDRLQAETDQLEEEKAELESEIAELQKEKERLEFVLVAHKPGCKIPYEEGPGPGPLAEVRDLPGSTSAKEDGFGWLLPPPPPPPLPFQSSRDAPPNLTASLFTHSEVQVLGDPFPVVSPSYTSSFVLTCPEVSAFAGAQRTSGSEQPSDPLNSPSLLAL
CDK5 p35 inh: blocks human CDK5/p35 kinase activity; Q00535+Q15078; Recombinant CDK5/p35, ADP-Glo luminescence, 60 min; inhibition, % at 10 µM; 0.01% of 330,000 active; AID 488839;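 active means highest replicate inhibition of at least 50% and at least 75% of replicates reaching 50%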;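 further: plate controls were DMSO neutral control for no effect and GW8510 at 10 µM for full effect; many of its hits are not listed in these tables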
RTF Ca sens act: increases calcium sensitivity of human cardiac regulated thin filaments; P19429+P45379; IANBD-labeled TnC RTF fluorescence at EC20 calcium; 0% EC20 calcium, 100% full calcium; activation, % at 7.2 µM; 0.24% of 340,000 active; AID 493008;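 active means activation above the mean over all tested compounds plus 3 SD, cut at about 30% in these data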;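 further: rise in fluorescence read as greater calcium sensitivity of cardiac thin filaments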
Rtt109 Vps75: C. albicans Rtt109 histone acetyltransferase inhibition | Q5AAJ8 | purified Rtt109/Vps75, ThioGlo CoA-SH fluorescence, 4 h | inhibition, % at 34.9 µM | 0.16% of 330,000 active | AID 540336;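 active means inhibition of at least 50% in every replicate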
Target sequence (Q5AAJ8 whole entry, looked up): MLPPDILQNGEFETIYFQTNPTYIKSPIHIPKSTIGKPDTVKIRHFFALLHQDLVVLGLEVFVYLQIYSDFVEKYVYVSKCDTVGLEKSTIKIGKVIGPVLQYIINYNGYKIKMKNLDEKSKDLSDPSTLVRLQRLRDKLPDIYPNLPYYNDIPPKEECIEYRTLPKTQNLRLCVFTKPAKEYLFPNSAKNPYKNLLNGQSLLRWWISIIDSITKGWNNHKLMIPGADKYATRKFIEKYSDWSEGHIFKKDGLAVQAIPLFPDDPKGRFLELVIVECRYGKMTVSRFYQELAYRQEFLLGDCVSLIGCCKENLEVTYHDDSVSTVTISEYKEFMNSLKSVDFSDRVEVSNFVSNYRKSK
Active calls of the source: *; nt = not tested or not shown.

SMILES | Tat export inh | CAL PDZ FP-1 | V-ATPase pHluor | CAL PDZ FP-2 | MITF act | Wnt act | dFosB act | CDK5 p35 inh | RTF Ca sens act | Rtt109 Vps75
CN1CCN(c2nc3c(c(=O)[nH]c(=O)n3C)n2Cc2ccc(Cl)cc2)CC1 | 4.6 | -4.7 | 4.8 | 0.1 | -16.7 | -1.5 | 0.2 | -0.7 | -4.8 | 66.6*
Cc1ccc(CSCCNC(=O)CN(c2ccccc2)S(C)(=O)=O)cc1 | -3.1 | -1.6 | 1.4 | -0.4 | 4.9 | -0.9 | 0.5 | -1.8 | -3.6 | 2.0
CN1CCN(C(=O)c2cc([N+](=O)[O-])cc([N+](=O)[O-])c2)CC1 | 2.4 | -2.9 | -4.0 | -2.0 | nt | -2.2 | -4.2 | 4.1 | -11.0 | 3.4
COC(=O)c1cc2ccccc2n1S(=O)(=O)c1ccccc1 | 0.4 | 6.8 | -1.0 | 0.8 | 0.0 | -2.2 | 0.6 | -1.1 | 0.0 | 5.1
CC1(C)C(=O)C2(CCCCC2)C(=O)OC1c1cccs1 (stereo not given) | 3.2 | 2.4 | 0.5 | 0.0 | -2.4 | nt | -5.5 | 3.0 | 0.5 | 6.9
CC(=O)N1CCN(c2ccccc2NC(=O)COc2ccccc2C)CC1 | -10.4 | nt | 0.9 | -0.8 | 12.3 | -0.3 | -1.9 | 0.5 | -5.6 | 3.5
CCN(C(=O)CN1CCN(Cc2ccccc2)CC1)c1c(N)n(Cc2ccccc2)c(=O)[nH]c1=O | -6.2 | -1.8 | 3.2 | nt | 4.1 | -0.6 | -0.3 | 0.2 | -3.0 | -1.2
O=C(COc1ccccc1)Nc1ccc2[nH]c(=O)[nH]c2c1 | 2.2 | -1.2 | 3.0 | -2.4 | -27.1 | -0.5 | -2.4 | -0.6 | 5.1 | -2.0
COc1ccc(C(C)NC(=O)C2C(=O)NC3(C)CC2c2ccccc2O3)cc1 (stereo not given) | -2.5 | -1.8 | 2.6 | -2.2 | 3.5 | nt | -4.0 | 0.9 | 0.7 | 1.0
Cc1cc(=O)n(-c2ccccc2Cl)[nH]1 | 3.9 | -4.9 | -1.9 | -1.7 | -4.8 | 0.8 | -4.1 | -3.1 | 4.7 | 9.3
CS(=O)(=O)N1N=C(c2ccc(Br)cc2)CC1c1cccs1 (stereo not given) | 2.7 | -3.6 | 5.2 | -3.1 | 21.4 | nt | -12.4 | -0.4 | 6.3 | -3.1
CCOc1ccc(N(C)C(=O)CCc2nnc3ccc(N4CCCC4)nn23)cc1 | -8.2 | 7.8 | -0.9 | -0.5 | -8.0 | -0.1 | -13.3 | 0.8 | -4.4 | 6.9
CCS(=O)c1ccccc1C(=O)OC(C)C(=O)Nc1ccc(S(=O)(=O)N2CCCC2)cc1 (stereo not given) | 2.4 | -0.8 | -1.6 | -2.6 | -9.9 | -2.2 | -13.0 | -3.2 | 1.8 | -1.1
Cc1nn(-c2ccccc2)c2[nH]c(C(F)(F)F)cc(=O)c12 | -2.5 | -3.5 | -0.4 | nt | -7.3 | -14.5 | 0.3 | 1.6 | 3.5 | -1.2
O=C(c1cnn2c(C(F)(F)F)cc(-c3ccc(F)cc3)nc12)N1CCc2ccccc2C1 | 5.4 | -1.4 | 2.4 | -4.2 | 11.6 | -2.8 | -10.7 | -0.4 | -0.2 | 4.9
Fc1cccc(Cl)c1-c1nnc2ccc3ccccc3n12 | 2.7 | -1.5 | -2.4 | -4.2 | -9.3 | 19.9 | -0.5 | -0.4 | -1.7 | nt
c1ccc(SCc2nc(-c3ccncc3)no2)cc1 | 0.0 | -11.0 | 0.1 | -2.5 | 91.1* | 26.3 | 0.9 | 0.7 | 3.6 | 16.0
Cc1nnc(-c2ccc(Oc3ccc(Cl)cc3)c([N+](=O)[O-])c2)o1 | 5.3 | -4.7 | 0.1 | -1.0 | -16.0 | -2.4 | 4.0 | 0.3 | -3.7 | -6.3
Cc1noc(C)c1S(=O)(=O)N1CCC(C(=O)NC2CCN(Cc3ccccc3)CC2)CC1 | -2.7 | -2.7 | 1.5 | -2.0 | -11.5 | nt | -2.8 | 1.0 | 5.5 | 4.4
CC(C)c1nnc(NC(=O)c2cccs2)s1 | 7.0 | nt | 4.7 | -0.2 | 63.6 | 28.1 | -3.6 | 0.0 | -1.1 | -0.4
O=C(c1ccc(NS(=O)(=O)c2ccccc2)cc1)N1CCN(Cc2ccc3c(c2)OCO3)CC1 | 4.7 | -5.5 | 0.0 | -0.3 | -9.5 | -0.8 | -2.2 | 1.6 | -3.8 | 21.1
Cn1cc(C(=O)c2ccc(Cl)cc2Cl)cc1C(=O)N/N=C(\N)COc1ccc(Cl)cc1Cl | -2.9 | 3.1 | 0.2 | -0.4 | -39.1 | nt | 7.5 | 1.6 | -1.1 | 8.7
COc1cc(OC)c2c(-c3ccccc3)cc(=O)oc2c1C(CC(=O)N1CCN(c2ccccc2)CC1)c1ccc(N(C)C)cc1 (stereo not given) | -3.0 | 1.0 | 0.6 | -0.2 | -9.4 | -2.0 | -14.2 | 0.5 | 5.2 | -2.1
O=C(CN1C(=O)NC2(CCCCC2)C1=O)Nc1ccc2[nH]c(=O)[nH]c2c1 | -2.6 | 1.0 | 3.4 | 0.6 | 8.3 | 2.3 | 3.7 | 1.1 | -2.4 | -7.6
N#Cc1cccc(NC(=O)CCNC(=O)c2ccccc2Cl)c1 | -13.8 | 6.5 | -5.6 | -0.1 | -6.2 | 3.1 | 6.5 | 1.9 | 0.1 | -0.9
O=C(CNS(=O)(=O)c1c(Cl)cccc1Cl)OCc1csc(-c2ccccc2)n1 | 8.0 | -3.0 | 2.1 | -3.1 | 17.9 | 1.6 | -0.9 | 1.2 | -5.1 | 5.5
CCN(CC)C(=O)[C@H]1CC(CC(=O)NCCc2ccccn2)C(=O)N2CCc3c([nH]c4ccccc34)[C@]12C (stereo not given in full) | -4.5 | -7.1 | -0.3 | -0.4 | 7.0 | -1.4 | -3.5 | -2.3 | 0.2 | 8.4
Cc1cccc(NC(=O)CSc2cccc3cccnc23)c1 | -7.8 | -6.2 | -0.4 | -0.6 | nt | 4.0 | -7.4 | -0.3 | -0.9 | 8.7
COCCn1c(SCC(=O)N2CCCCC2)nc2ccccc2c1=O | -6.2 | -3.8 | 0.1 | -0.4 | 10.7 | -2.0 | -0.3 | -3.5 | 12.1 | 0.6
O=[N+]([O-])c1ccc(CN2CCN(c3ccc(F)cc3)CC2)o1 | -12.7 | -2.7 | -0.1 | -0.3 | -13.1 | -1.7 | 2.9 | -0.5 | -1.2 | 1.9
NS(=O)(=O)c1ccc2nc(NC(=O)c3ccncc3)sc2c1 | -8.0 | -24.9 | -0.3 | -1.1 | 17.3 | 4.6 | -6.4 | 0.4 | -1.3 | -3.5
CC[n+]1ccccc1/C=C1\Sc2ccc(C)cc2N1C | -1.9 | -2.6 | -3.1 | 0.6 | -10.3 | -5.8 | 1.4 | -1.3 | -2.2 | -0.8
COc1ccc(NC(=O)CSc2nc3c(c(=O)n2-c2ccc(F)cc2)SCC3)cc1 | -5.9 | -3.8 | -2.5 | -0.1 | -21.3 | -1.4 | -11.9 | -0.9 | -8.4 | 0.2
Clc1ccc(Cl)c(OCCCCN2CCNCC2)c1 | 5.8 | -5.1 | -0.6 | -0.2 | nt | 0.4 | -11.3 | -1.6 | -4.8 | -2.1
CCCCn1c(N)c(N(CCC(C)C)C(=O)CCN2C(=O)C3CC=CCC3C2=O)c(=O)[nH]c1=O (stereo not given) | 0.2 | -6.1 | 4.3 | -2.4 | -5.2 | -3.6 | -1.7 | 1.0 | -0.3 | 7.3
COc1ccc(-n2c(=O)c(CCC(=O)N(C)Cc3cccs3)nc3ccccc32)cc1 | 0.0 | -3.8 | -3.2 | -3.8 | -1.3 | 0.7 | -4.2 | -0.1 | -2.1 | -2.8
Cc1n[nH]c(=O)c2c(NC(=O)CSc3nc4ccccc4c(=O)n3-c3ccc(OC(F)F)cc3)oc(C)c12 | -7.1 | 1.8 | -0.5 | -2.7 | -35.3 | -3.7 | -3.9 | 2.7 | 4.3 | -0.8
O=C(CN1C(=O)/C(=C/c2ccccc2)SC1=S)Nc1cccnc1 | 0.7 | -2.9 | -0.3 | -3.1 | -4.8 | 0.7 | -9.6 | -1.0 | -0.9 | -23.7
CCNc1nc(NCC)n2c(SCC(=O)Nc3ccc(F)cc3)nnc2n1 | -4.3 | -3.7 | -2.4 | -3.5 | -2.1 | 0.6 | 3.1 | 0.0 | -4.9 | 10.6
COC(=O)c1cccnc1NC(=S)NNC(=O)c1ccncc1 | -6.1 | -0.7 | 0.1 | 0.6 | nt | nt | 0.5 | 1.1 | 0.6 | -8.9
O=C(c1ccccc1)N1CCN(Cc2ccccc2)CC1 | 2.3 | -6.2 | -4.2 | -2.9 | 2.7 | nt | -4.3 | -0.7 | -3.2 | nt
CC(c1ccccc1)C1CC(=O)N(Cc2ccco2)C1=O (stereo not given) | 6.9 | -0.4 | -0.8 | nt | nt | 2.4 | -4.8 | 0.0 | 4.8 | 3.1
O=C(NCCOc1ccccc1Cl)c1cc(F)c(F)cc1Cl | -0.2 | nt | 6.4 | -2.9 | 60.3 | 21.3 | -1.5 | -1.4 | 11.2 | 3.4
CC1(C)Cc2c(cnn2-c2ccc(F)cc2)C(NC(=O)C(C)(C)O)C1 (stereo not given) | -6.5 | -7.0 | 5.5 | 0.1 | nt | -0.6 | -2.1 | 1.5 | 9.2 | -5.2
CCN(CC)C1CCN(c2nc3nonc3nc2NCCOC)C1 (stereo not given) | -1.9 | 7.2 | -1.4 | -0.6 | -6.6 | 2.3 | -1.2 | 0.8 | -0.7 | -3.4
CCn1ncc(/C=C/C(=O)Nc2c(C)nn(CC)c2C)c1C | -0.9 | -0.7 | -2.2 | -0.5 | 1.1 | -11.4 | 2.3 | 0.0 | -7.0 | 3.8
O=S(=O)(NCc1nnc2ccccn12)c1ccc(F)cc1 | 0.5 | -1.6 | 0.4 | -1.3 | 3.5 | 9.9 | 5.4 | 1.1 | 0.5 | 1.0
CCOC(=O)Nc1ccc2c(c1)N(C(=O)OC)c1ccccc1CC2 | -0.3 | -1.5 | -1.1 | -1.4 | nt | nt | -16.6 | 0.1 | 1.3 | 12.6
COc1ccc(C(C)NC(=O)c2cccc([N+](=O)[O-])c2)cc1OC (stereo not given) | -11.4 | -2.4 | 0.6 | 0.2 | 0.7 | 0.6 | 7.0 | -0.1 | -3.5 | -3.0
N=C1/C(=C\c2ccc(OC(=O)c3ccccc3)cc2)C(=O)N=C2SC(N3CCOCC3)=NN12 | -1.9 | -3.5 | 6.4 | -0.7 | nt | 2.6 | -6.6 | 2.3 | 2.8 | 12.0

Bioassay records as filed in PubChem BioAssay.
